# SENP8 block-1 – inhibitors of human SENP8 protease; recombinant SENP8, Nedd8 substrate fluorescence; AID 602440; Q96LD8; inhibition, % at 20 µM; 360,000 compounds, 0.64% hits; in the data active means inhibition mostly above about 40%, no sharp cut-off; inactive means mostly below about 27%
# Target sequence (Q96LD8 whole entry, looked up): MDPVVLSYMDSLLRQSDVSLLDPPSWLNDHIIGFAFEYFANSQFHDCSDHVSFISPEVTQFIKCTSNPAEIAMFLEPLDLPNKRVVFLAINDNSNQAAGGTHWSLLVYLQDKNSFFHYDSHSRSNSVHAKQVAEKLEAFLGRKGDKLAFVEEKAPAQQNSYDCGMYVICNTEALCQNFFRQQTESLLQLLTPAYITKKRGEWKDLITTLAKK
# MIN6 prolif – inducers of beta-cell replication in MIN6 cells | 330,000 compounds, 0.29% hits | MIN6 cells proliferation, ATPlite luminescence, 48 h; cells starved in 0.2% serum; 100% = growth in 10% serum | proliferation, % at 10 µM;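 active means compounds whose signal lies at least 3.5 SD above the mean of all wells on their plate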;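 further: 0% = DMSO-treated cells in low-serum medium and 100% = 10% serum control; some compounds called inactive have numbers as strong as hits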
# SENP1 inh – SENP1 (human) catalytic domain inhibition; Q9P0U3; recombinant SENP1 catalytic domain, CyPet-SUMO1-YPet FRET cleavage; inhibition, % at 10 µM; 360,000 compounds, 0.21% hits;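 active means inhibition at least 30% at 10 µM, raw YFP signal under a set limit, fluorescence ratio 0.5 to 1.5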;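 further: 0% = enzyme with DMSO and 100% = no enzyme wells; some results filed as inactive read as strong as hits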
# Target sequence (Q9P0U3 419-644 limits assumed): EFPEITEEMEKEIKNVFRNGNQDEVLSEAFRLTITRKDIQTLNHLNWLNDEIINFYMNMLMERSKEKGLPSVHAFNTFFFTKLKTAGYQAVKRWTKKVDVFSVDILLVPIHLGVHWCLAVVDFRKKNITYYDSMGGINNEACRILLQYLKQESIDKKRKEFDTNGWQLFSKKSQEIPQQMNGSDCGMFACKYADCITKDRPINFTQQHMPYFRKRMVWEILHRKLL
#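 Material: hSENP1 catalytic domain, recombinant; medium: Tris pH 8 with BME, BSA, NP40 and catalase; compound: single concentration of 10 µM compound, 0.5% DMSO final; technique: FRET read of cyan and yellow fluorescence; timing: 50 min enzyme reaction, room temperature, light-protected; reagent: SFCypet-SUMO1-SFYpet substrate at 25 nM; control set: no-enzyme low, enzyme-DMSO high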
# UBC13 inh – inhibitors of human UBC13 polyubiquitin chain formation; TR-FRET; P61088; 330,000 compounds, 0.47% hits; inhibition, % at 20 µM; in the data active means inhibition above about 45%, passing the limit was not always enough
# Target sequence (P61088 whole entry, looked up): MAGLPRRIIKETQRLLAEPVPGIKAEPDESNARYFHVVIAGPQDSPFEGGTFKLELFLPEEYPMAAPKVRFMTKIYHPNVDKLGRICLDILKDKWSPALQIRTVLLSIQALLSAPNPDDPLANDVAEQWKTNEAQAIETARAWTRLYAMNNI
# PfGluPho inh – PfG6PD (Plasmodium falciparum) enzyme inhibition; PfGluPho enzyme, NADPH resazurin-diaphorase fluorescence; inhibition, % at 20 µM; 350,000 compounds, 0.78% hits; AID 504690;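 active means inhibition reaching at least a set limit at 20 µM in the primary screen, cut at about 59% in these data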;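 further: 0% = DMSO wells with substrate and 100% = DMSO wells lacking glucose-6-phosphate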
# SENP7 inh – SENP7 protease inhibition. inhibition, % at 5 µM. 330,000 compounds, 1.5% hits. recombinant SENP7, Z-RLRGG-aminoluciferin luminescence, 40 min. AID 434973. Q9BQF6;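 active means inhibition above about 50% at the single test dose, limit read from the data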;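 further: plate controls were DMSO with enzyme for no effect and no enzyme buffer wells for full effect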
# Target sequence (Q9BQF6 706-1050 limits assumed): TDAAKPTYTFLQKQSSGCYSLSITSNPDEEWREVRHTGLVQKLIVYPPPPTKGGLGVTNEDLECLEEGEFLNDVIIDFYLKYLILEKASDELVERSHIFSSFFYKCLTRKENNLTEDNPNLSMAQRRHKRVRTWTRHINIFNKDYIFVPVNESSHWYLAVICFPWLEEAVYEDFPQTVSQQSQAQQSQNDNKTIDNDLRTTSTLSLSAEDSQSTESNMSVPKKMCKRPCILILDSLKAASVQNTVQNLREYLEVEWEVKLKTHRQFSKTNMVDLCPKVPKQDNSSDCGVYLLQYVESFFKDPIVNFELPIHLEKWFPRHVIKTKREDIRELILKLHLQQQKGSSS
# HKDC1 inh – blocks human hexokinase HKDC1 activity; recombinant HKDC1, G6PDH/diaphorase resazurin coupled fluorescence; Q2TB90; 340,000 compounds, 0.16% hits; AID 493160; inhibition, % at 20 µM;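 active means inhibition above about 35% when tested at 20 µM, limit read from the data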;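 further: plate controls were DMSO wells with enzyme for no effect and DMSO wells lacking enzyme for full effect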
#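 Material – in-house recombinant HK5 (HKDC1) enzyme · Quantity – HKDC1 at 5 µg/mL · Buffer or medium – pH 8.0 Tris buffer with 10 mM MgCl2 · Reagent – glucose with 1 mM ATP · Dosing – single 20 µM dose · Times – reaction time 90 min, room temperature, protected from light · Technique – resorufin fluorescence at 613 nm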
# SENP8 block-2 – blocks the human protease SENP8. Q96LD8. purified SENP8, Z-RLRGG-aminoluciferin cleavage, luminescence. inhibition, % at 10 µM. 330,000 compounds, 1.2% hits. AID 2540; in the data active means inhibition above about 50%
# SENP6 inh – blocks the human protease SENP6. Q9GZR1. 330,000 compounds, 1.8% hits. Recombinant SENP6 catalytic domain, aminoluciferin luminescence. AID 2599. inhibition, % at 10 µM;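 active means inhibition above about 50% at the single tested dose, limit read from the data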;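 further: plate controls were DMSO wells with enzyme for no effect and DMSO wells lacking enzyme for full effect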
# Active calls of the source: *; x = not tested or not shown. Outcome played no part in choosing rows. About 4% of those tested had a hit in this group.
SMILES,SENP8 block-1,MIN6 prolif,SENP1 inh,UBC13 inh,PfGluPho inh,SENP7 inh,HKDC1 inh,SENP8 block-2,SENP6 inh
C/C(CCc1ccco1)=N/NC(=O)CCC(=O)Nc1ccc(Br)cc1,-3.8,-0.8,-7.1,1.9,-1.5,2.0,-5.1,-5.1,5.2
CCOC(=O)NC(=O)/C(C#N)=C\Nc1sccc1C(=O)OC,-24.2,-3.5,-16.5,-6.7,-3.1,-7.8,-10.9,-3.7,-19.5
O=C(CN1C(=O)NC(c2ccccc2)(c2ccccc2)C1=O)c1c[nH]c2ccccc12,x,-5.3,x,5.1,x,1.8,x,1.1,-0.2
O=[N+]([O-])c1ccc(NS(=O)(=O)c2cccc3cccnc23)cc1,24.4,1.2,-5.4,-11.3,-18.0,0.2,-0.2,-5.7,-9.3
Cc1cc(C)cc(Oc2cc(NC(=O)c3cn(C)nc3C)cc([N+](=O)[O-])c2)c1,16.9,-5.0,-1.0,19.6,7.8,1.9,-1.3,1.7,1.2
COc1ccc(C2N(c3cccc(Cl)c3)C(=O)C3CCCN32)cc1 (stereo not given),5.6,1.3,-0.9,-2.8,4.8,-1.3,-8.0,6.3,-1.3
CN(C)CCN=Cc1c(O)n(Cc2ccccc2)c(=O)c2ccccc12,-399.6,1.1,-62.2,-4.3,8.6,26.5,1.6,-6.8,9.6
COc1cccc(CNC(=O)C(=O)N2CCC3(CC2)OCCN3S(=O)(=O)c2ccc(C)cc2)c1,1.3,1.3,-0.9,12.5,8.1,-0.1,-2.7,-5.3,-9.2
CCCCSc1nc2sc3c(c2c(=O)[nH]1)CCC3,5.1,-1.5,1.5,-6.5,-3.6,4.9,-10.7,-4.8,-6.5
Cc1ccc(C2=NS(=O)(=O)N(C)C(C(=O)NCc3ccccn3)=C2)cc1,-59.1,5.7,0.9,0.9,18.9,-1.4,-2.6,0.5,-1.7
Cn1c(C(=O)OC(C(=O)NCc2ccco2)c2ccncc2)cc2sccc21 (stereo not given),13.3,4.2,3.0,5.1,-9.6,3.0,-2.8,-6.6,-2.7
CCCn1c(=N)c(C(=O)NC2CCCC2)cc2c(=O)n3cccc(C)c3nc21,-488.6,0.7,7.8,4.2,6.2,0.7,-15.0,3.9,-0.2
Cc1cc(C(=O)Nc2sc3c(c2C#N)CCCCC3)cs1,-19.9,-4.2,-24.4,18.3,25.8,76.7*,-7.7,30.7,57.2*
Cc1ccc(COC(=O)c2nn(-c3ccccc3)nc2N)cc1,-430.6,-2.1,-1.2,2.9,4.5,2.9,3.1,12.1,8.1
COc1ccc(CNC(=O)C2CCN(C(=O)c3ccccc3)CC2)cc1,1.8,-1.6,1.4,6.0,4.6,-4.9,0.3,0.8,2.1
CCCCOc1ccc(N(CC(=O)NCc2ccccc2)C(=O)c2csnn2)cc1,11.2,0.7,0.6,-3.9,4.5,8.1,6.4,-9.9,-10.9
O=C(N/C=C/c1ccc(Cl)cc1)NCc1ccc(Cl)cc1,22.9,-3.7,-2.6,5.0,-12.6,0.4,0.7,-5.6,15.0
Cc1ccc(C)c(NS(=O)(=O)c2ccc(OCC(=O)N3CCOCC3)cc2)c1,25.1,-3.7,1.8,-3.5,-6.0,1.1,-7.8,-2.6,-12.5
Cc1ccc(C(=O)O)cc1NC(=O)C1=CSCCO1,14.1,-0.2,-0.5,0.7,-12.2,6.6,-0.2,4.8,-0.8
O=C(C1CC(=O)N(c2ccc(F)cc2)C1)N1CCCCC1 (stereo not given),6.4,-0.8,0.1,-0.1,-1.3,-10.1,-3.7,-10.2,-18.9
COc1cc([N+](=O)[O-])ccc1NC(=O)CSc1ccccn1,18.3,2.9,-0.9,-1.5,x,-0.8,x,8.1,4.9
C=CCc1c(C)nc(-c2ccccc2)nc1N/N=C/c1ccccc1,0.3,-2.0,1.4,-0.4,21.9,6.6,-11.0,-2.3,-4.7
Cc1nn(C2CCS(=O)(=O)C2)c(Cl)c1/C=C/C(=O)OCC(=O)Nc1ccccc1OC(F)F (stereo not given),34.4,3.6,2.7,10.9,-5.1,2.5,-0.5,-0.2,-19.1
Cc1ccc(-c2n[nH]c(=S)n2/N=C/C=C\c2ccccc2[N+](=O)[O-])cc1,23.0,-3.4,2.2,-5.0,17.6,-2.4,-1.5,-0.2,-11.3
CCOC(=O)C1=NN(C(C)=O)C2(CC(=O)N(c3cccc(C)c3)C2=O)C1 (stereo not given),-266.5,5.4,-5.9,0.5,2.5,-3.1,4.0,-1.5,-16.2
C=CCOC(=O)C1=C(C)NC(SCC(=O)Nc2nccs2)=C(C#N)C1c1ccc(Cl)cc1 (stereo not given),-64.9,-1.2,-39.0,13.5,-5.7,0.4,-3.2,4.3,-11.6
COc1cccc(Cn2nnc(C(=O)NCc3ccc(F)cc3)c2N)c1,1.8,-2.0,-0.4,11.5,11.0,-7.0,-4.6,2.8,1.1
CCOC(=O)c1cc2cc(OC)ccc2[nH]1,-432.9,-0.9,-2.3,9.5,6.7,7.2,1.5,-16.8,17.7
O=C(NCCCN1CCOCC1)C(=O)NCCc1ccccc1,14.2,2.6,2.4,6.0,-13.7,-0.8,-3.6,-2.2,-14.1
COc1ccc(C2CC(c3ccc(Cl)cc3Cl)n3nc(N)nc3N2)cc1 (stereo not given),-91.6,-0.2,-5.4,1.0,26.4,4.6,0.5,-8.8,-7.3
CCOC(=O)C1=C(c2ccccc2)O/C(=C(/C(=O)OC)C(F)(F)F)S1,-11.5,-1.7,0.6,46.8*,-2.1,4.0,2.8,-4.3,9.6
CC(C)c1ccc(C(=O)NNC(=O)c2ccncc2)cc1,15.9,-0.9,0.6,-3.9,-29.7,-11.1,4.5,-8.5,-7.6
COc1ccc(C(CNC(=O)CNC(=O)c2cccc(C)c2)N2CCCCC2)cc1 (stereo not given),13.0,x,0.6,x,-4.5,x,-1.4,x,x
CCCC(=O)Nc1ccc2c(c1)nc1n2CCSC1,-66.9,-4.0,-77.5,8.0,6.0,7.7,3.9,3.4,-4.6
CCOC(=O)N1CCC(N(CCN(C)C)C(=S)Nc2cccc(OC)c2)CC1,23.2,0.7,-0.2,14.5,7.0,0.7,-2.7,0.1,1.2
Cc1c(C(=O)N2CCOCC2)cc(C(C)(C)C)n1-c1ccccc1,20.1,2.0,-0.5,-2.4,-9.2,6.8,-2.5,1.0,-9.2
CCOc1ccccc1N(C(=O)c1ccco1)C(C(=O)NC1CCCC1)c1cccs1 (stereo not given),4.2,0.0,-2.6,0.3,21.5,3.9,-5.6,1.9,-14.6
COc1cccc(C(=O)N2CCC(C(=O)NCc3ccc(C)cc3)CC2)c1,11.7,-3.2,0.6,-2.0,-10.1,-8.4,-7.8,-8.7,-11.6
Cc1cc(-c2csc(N)n2)c(C)n1CCc1ccccc1,-0.9,-5.8,-19.0,6.5,17.7,-3.7,-4.0,7.2,16.3
CCn1c(-c2cc(-c3ccccc3OC)nc3ccccc23)n[nH]c1=S,-401.9,-2.1,0.4,-3.0,53.0,3.5,-8.2,-0.1,-22.3
CCN(CCNCC(O)COCc1ccc(Cl)cc1)c1cccc(C)c1 (stereo not given),11.9,-6.8,0.6,28.9,10.0,-2.3,2.2,-5.3,-9.0
O=[N+]([O-])c1nn(-c2cccc(Cl)c2)n(O)c1=NCc1cccnc1,32.1,0.0,1.6,1.1,-4.7,1.4,-12.3,-4.4,2.6
Cc1ccc(-n2nnnc2C(Cl)(Cl)c2nnnn2-c2ccc(C)cc2)cc1,9.3,-4.5,1.5,34.3,71.6*,5.5,14.0,13.3,-4.2
CC(C)CN(CC(C)C)C(=O)CC(=O)NC(=O)c1ccc(Cl)cc1,26.6,0.9,-2.4,-5.0,-11.0,-4.2,-3.4,7.3,13.7
Cc1ccc(C(=O)NCc2ccco2)cc1S(=O)(=O)Nc1cccc(C)c1C,6.9,-0.1,0.5,5.6,10.4,-2.4,8.0,10.2,5.9
CCCN(Cc1ccccc1)S(=O)(=O)c1ccc(N2C(=O)CCC2=O)cc1,24.7,-0.4,-0.5,2.2,-15.2,5.3,-9.8,-2.3,-15.3
CCC(C)C(NC(=O)C(C)NC(=O)CNC(=O)CNC(=O)OCc1ccccc1)C(=O)OC (stereo not given),14.6,-0.9,-0.6,-7.7,-1.4,-2.8,-3.8,-6.2,-18.3
O=C(COc1ccc(-n2cnnn2)cc1)Nc1ccccc1Cl,3.6,-2.0,0.3,2.2,7.2,-4.1,-3.5,-11.9,-21.2
CCOC(=O)C1CCN(C(=O)Cn2nc(C)n3c(cc4cc(C)ccc43)c2=O)CC1,-69.7,-2.9,1.6,-11.0,-7.1,-11.1,2.0,-14.5,-14.3
CCOc1ccc(N2C(=O)CC(NCC3CCCO3)C2=O)cc1 (stereo not given),0.9,-2.4,1.3,-5.0,-9.5,-9.9,-3.1,-8.4,-31.7
Cc1cc(C)cc(N(C(C)C(=O)N2CCCC2)S(C)(=O)=O)c1 (stereo not given),18.5,-1.5,2.6,-0.2,-9.8,0.5,3.3,6.1,5.4
Cc1cc(C(=O)OCC(=O)NCc2cccs2)c2ccccc2n1,21.1,2.1,3.6,-3.5,-0.6,5.2,-5.5,1.8,-9.6
Cc1ccsc1C(=O)NNC(=O)c1ccc(NS(=O)(=O)c2cccs2)cc1,16.1,3.0,1.8,-5.8,-15.5,-6.0,-3.7,-12.2,-5.3
COc1ccc(OCC(=O)NNC(=O)c2nn(C)c(=O)c3ccccc23)cc1,8.3,0.4,-39.8,8.5,-10.4,-1.3,-10.7,-3.5,2.5
CCc1ccc(NC(=O)C2CCN(S(=O)(=O)c3cnc[nH]3)CC2)cc1,13.2,-0.5,2.3,3.1,-1.9,-6.0,-5.6,7.3,13.7
O=C(CN1CCC(c2nc3ccccc3[nH]2)CC1)NCc1ccc2c(c1)OCO2,14.9,0.8,0.7,-3.8,-12.2,2.1,4.5,5.4,-19.4

# Record cards, as listed above.
# Listed for O=C(COc1ccc(-n2cnnn2)cc1)Nc1ccccc1Cl : SENP8 block-1 = 3.6; MIN6 prolif = -2.0; SENP1 inh = 0.3; UBC13 inh = 2.2; PfGluPho inh = 7.2; SENP7 inh = -4.1; HKDC1 inh = -3.5; SENP8 block-2 = -11.9; SENP6 inh = -21.2
# Listed for COc1ccc(OCC(=O)NNC(=O)c2nn(C)c(=O)c3ccccc23)cc1 : SENP8 block-1 = 8.3; MIN6 prolif = 0.4; SENP1 inh = -39.8; UBC13 inh = 8.5; PfGluPho inh = -10.4; SENP7 inh = -1.3; HKDC1 inh = -10.7; SENP8 block-2 = -3.5; SENP6 inh = 2.5
# Listed for CCc1ccc(NC(=O)C2CCN(S(=O)(=O)c3cnc[nH]3)CC2)cc1 : SENP8 block-1 = 13.2; MIN6 prolif = -0.5; SENP1 inh = 2.3; UBC13 inh = 3.1; PfGluPho inh = -1.9; SENP7 inh = -6.0; HKDC1 inh = -5.6; SENP8 block-2 = 7.3; SENP6 inh = 13.7

# Compound activity from PubChem BioAssay.
